High-throughput results (PubChem)
D1 antag: Antagonist of Human D 1 Dopamine Receptor: qHTS. 360,000 tested, 3.2% active. AID 504652, 2011. D(1A) dopamine receptor (Homo sapiens), P21728. activity change, negative = inhibition, % at 10 µM. HEK293 TREx D1 cells, calcium flux, dopamine EC80; stronger effect = lower value; in the data active = activity change below about -30%; also: % is scaled to controls: 0 for no effect and ±100 for the full control effect
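HEK293 T-REx cells expressing inducible, force-coupled D1 receptor; no-wash Ca dye, 30–90 min RT. Cmpd → 180 s read at 1 Hz → EC80 DA → 180 s read.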
D1 potentiator: Potentiators of Human D1 Dopamine Receptor: qHTS. 360,000 tested, 0.036% active. potentiation, % at 10 µM. D(1A) dopamine receptor (Homo sapiens), P21728. AID 504651, 2011. HEK293 TREx D1 cells, calcium flux, dopamine EC20 potentiation; in the data active = potentiation above about 30%; also: 0% is about no effect
TRHR PAM: qHTS for Small Molecule Agonists and Allosteric Enhancers of Human TRH Receptor: Primary Screen for Enhancers | Thyrotropin-releasing hormone receptor (Homo sapiens), P34981 | TRHR cells, fluo-8 calcium fluorescence, EC20 TRH enhancement | enhancement, % at 2 µM | 360,000 tested, 0.66% active; in the data active = enhancement above about 30%; also: 0% is about no effect
Target sequence (P34981 whole entry, looked up): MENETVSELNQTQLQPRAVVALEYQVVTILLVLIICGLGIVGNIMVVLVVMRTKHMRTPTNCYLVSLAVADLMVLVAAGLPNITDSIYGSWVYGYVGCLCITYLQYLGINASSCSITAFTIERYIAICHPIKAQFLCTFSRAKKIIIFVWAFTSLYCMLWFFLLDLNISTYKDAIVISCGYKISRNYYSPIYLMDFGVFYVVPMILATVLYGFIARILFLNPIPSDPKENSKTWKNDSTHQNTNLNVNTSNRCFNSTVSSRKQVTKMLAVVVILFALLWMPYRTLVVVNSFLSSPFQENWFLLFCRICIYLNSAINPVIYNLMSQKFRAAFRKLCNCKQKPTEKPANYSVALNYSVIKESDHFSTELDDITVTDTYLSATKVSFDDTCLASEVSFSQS
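TRHR-expressing cells loaded with fluo-8 calcium dye were read kinetically (ex 480/em 530) during compound addition, then stimulated with an EC20 of TRH (10 nM final). Enhancement of the Gq-mediated intracellular calcium response was scored.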
D1 agonist: Allosteric Agonists of the Human D1 Dopamine Receptor: qHTS; D(1A) dopamine receptor (Homo sapiens), P21728; HEK293 T-REx D1 cells, calcium flux, agonist mode; activation, % at 2 µM; 360,000 tested, 1% active; AID 504660, 2011; also: 0% is about no effect
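Tetracycline-induced HEK293 TREx D1 cells, force-coupled to calcium signalling, were dye-loaded with a no-wash calcium kit. Compound was pin-added after a 10 s baseline. Fluorescence was read kinetically at 1 cycle/s for 180 s, with calcium rises flagged as agonism.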
D2 PAM: HTS Assay for Positive Allosteric Modulators of the Human D2 Dopamine Receptor: Primary Screen for Potentiators. HEK293 T-REx D2, calcium flux, EC20 dopamine potentiation. potentiation, % at 10 µM. 340,000 tested, 0.34% active. D(2) dopamine receptor (Homo sapiens), P14416;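 active = potentiation over 3 SD above the plate norm, cut at about 30% in these data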; also: 0% is about no effect
Target sequence (P14416 whole entry, looked up): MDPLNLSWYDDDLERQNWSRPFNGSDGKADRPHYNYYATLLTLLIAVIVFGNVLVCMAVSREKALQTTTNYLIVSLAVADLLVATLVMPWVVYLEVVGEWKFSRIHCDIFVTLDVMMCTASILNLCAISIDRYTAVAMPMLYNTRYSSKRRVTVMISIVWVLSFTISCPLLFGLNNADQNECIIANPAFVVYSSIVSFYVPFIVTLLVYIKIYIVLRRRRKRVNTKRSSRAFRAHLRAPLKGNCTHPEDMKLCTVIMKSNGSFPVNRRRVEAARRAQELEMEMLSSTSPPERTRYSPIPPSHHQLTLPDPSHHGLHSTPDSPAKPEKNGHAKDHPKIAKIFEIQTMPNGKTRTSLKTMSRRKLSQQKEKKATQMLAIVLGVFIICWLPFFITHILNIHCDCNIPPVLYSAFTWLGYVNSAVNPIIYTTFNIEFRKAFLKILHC
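Calcium flux readout, no-wash dye, 1 read/s. Inducible HEK293 Trex D2 line, overnight 30 C. Compound alone 180 s (agonist flags), then EC20 dopamine, another 180 s to score potentiation.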
D2 ag: HTS Assay for Allosteric Agonists of the Human D2 Dopamine Receptor: Primary Screen for Agonists. D(2) dopamine receptor (Homo sapiens), P14416. HEK293 T-REx D2 cells, calcium flux agonist mode. activation, % at 2 µM. 340,000 tested, 0.53% active;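 active = activation over 3 SD above normal in the single-dose calcium agonist read, cut at about 30% in these data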; also: 0% is about no effect
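HEK293 Trex D2 cells, tetracycline-induced, o/n 30 C 5% CO2; no-wash Ca dye, RT 30–90 min; 10-cycle baseline, 23 nl cpd added, kinetic Ca read 180 s; agonist hits = positive Ca response.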
TRHR ag: qHTS for Small Molecule Agonists and Allosteric Enhancers of Human TRH Receptor: Primary Screen for Agonists. TRHR cells, calcium flux fluo-8, FDSS agonist mode. activation, % at 2 µM. 360,000 tested, 0.18% active. AID 493084, 2011; also: 0% is about no effect
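Fluo-8-loaded TRHR cells; 10 s baseline, compound added, kinetic Ca2+ fluorescence read 1/s, agonist mode.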
RXFP1 antag: qHTS Assay for Antagonists of the Relaxin Receptor RXFP1 | Relaxin receptor 1 (Homo sapiens), Q9HBX9 | HEK293-RXFP1, relaxin-stimulated cAMP HTRF, 30 min; stronger effect = lower value | activity change, negative = inhibition, % at 57.5 µM | 350,000 tested, 0.59% active | AID 1259400, 2018;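 active = activity change of -60% or lower, but not beyond a set lower limit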; also: % is scaled to controls: 0 for no effect and ±100 for the full control effect
D2 antagonist: HTS Assay for Allosteric Antagonists of the Human D2 Dopamine Receptor: Primary Screen for Antagonists; D(2) dopamine receptor (Homo sapiens), P14416; HEK293 TREx D2 cells, calcium flux, dopamine EC80; inhibition, % at 10 µM; 340,000 tested, 2% active; AID 485344, 2010; in the data active = inhibition above about 30%; also: 0% is about no effect
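Inhibition of EC80 dopamine-driven calcium flux, recorded kinetically, defines activity here; cells are a tetracycline-induced HEK293 T-REx line expressing force-coupled D2.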
An asterisk follows results filed as active; · = no result given; & = joins results of further samples. Rule as the data show it, unless noted: active = activation above about 30%; inactive = the rest.

structure	TRHR ag	TRHR PAM	D1 potentiator	D2 PAM	D1 agonist	RXFP1 antag	D2 ag	D1 antag	D2 antagonist
COc1cc(C2OCC3C(c4ccc(OC5OC(CO)C(O)C(O)C5O)c(OC)c4)OCC23)ccc1O (configuration not stated)	-0.2	0	-3	·	3	·	·	-23	·
CCC1(C)Cc2c(C#N)c(N)n(N)c(=S)c2CO1 (configuration not stated)	-0.1	-11	-3	-5	-1	8	0.9	-3	-10
Cc1cc(C)c2c(n1)SCC(=O)N2CC(=O)Nc1ccccc1Cl	-0.2	1	-12	4	2	·	-0.3	8	-10
C=CCn1c(CNC(=O)c2ccco2)nnc1SCC(=O)c1ccc(F)cc1	-0.3	-3	5	2	2	4	-0.3	0	6
COc1ccc2cc(C3NC(=O)c4ccccc4N3)c(Cl)nc2c1 (configuration not stated)	-0.6	12	-1	·	2	-3	1.6	3	6
CS(=O)(=O)c1ccc(Cl)c(NC(=O)COC(=O)Cc2c[nH]c3ccccc23)c1	0.0	2	4	0	5	-3	0.4	0	18
O=C(Nc1nnc(Cc2ccc([N+](=O)[O-])cc2)s1)c1ccc2c(c1)OCO2	0.3	4	-3	-4	4	-2	1.1	-2	10
Cc1cc(C)c(NC(=O)CSc2nc3[nH]ncc3c(=O)[nH]2)c(C)c1	0.4	21	-2	-2	0	-6	0.4	18	16
O=C(Cn1ncc2c([nH]c3ccccc32)c1=O)NCCc1ccc(Cl)cc1	1.4	0	-4	-8	8	-7	-0.2	-7	-1
CC(=O)c1ccc(N2CCN(C(=O)c3cc(-c4ccc5c(c4)OCO5)nc4ccccc34)CC2)cc1	0.8	-3	2	2	6	0	-2.3	-8	-17
CCCCC(CC)CNC(=O)CN(C)S(=O)(=O)c1cccc2nsnc12 (configuration not stated)	-0.9	4	0	·	-1	-16	·	7	·
Cc1ccc(OCCCC(=O)Nc2ccc3c(c2)OCCO3)cc1	-0.8	-8	-1	-8	0	-4	-0.5	-4	-2
CCc1ccc(NS(=O)(=O)c2ccc(-c3cc(C)no3)cc2)cc1	1.4	5	-3	1	11	-1	0.8	-5	·
O=C(COC(=O)/C=C/c1ccccc1)Nc1nnc(-c2ccccc2)o1	-0.1	1	-6	3	1	-9	-0.1	-3	-8
Fc1ccc(NC(=S)N2CCCc3ccccc32)cc1	-0.4	-1	-3	9	2	-11	0.2	0	11
CN(C)C(=O)CN1c2cccc3cccc(c23)S1(=O)=O	0.2	1	-6	·	2	3	·	1	·
N#Cc1ccc(NC(=O)CN2C(=O)NC3(CCCC3)C2=O)cc1	0.5	-9	-8	-2	-1	3	-0.1	1	22
CCN1CCN(C(c2cc(OC)ccc2OC)c2nnnn2Cc2ccccc2)CC1 (configuration not stated)	0.2	-4	-3	-9	0	-4	0.3	4	-10
CC(C)(C)N(Cc1ccccc1)C(=O)COC(=O)c1ccc([N+](=O)[O-])o1	-1.2	4	4	8	1	8	-1.5	-9	-10
O=C(Nc1cccc(Cl)c1)NC1CCS(=O)(=O)C1 (configuration not stated)	0.4	7	2	9	1	6	0.7	-2	-8
Cn1c(=O)[nH]c(=O)c2c1nc(N1CCCCCC1)n2CCSc1nc2ccccc2o1	-3.2	0	-3	-16	-1	-1	-1.1	-4	-7
COc1ccc(Cl)cc1-n1nnc(-c2nc(-c3ccc4c(c3)OCO4)no2)c1C	0.2	3	-1	1	1	-4	0.1	-13	·
CCC(C(=O)Nc1ccccc1F)n1nc(C)c2c(C)n(-c3ccccc3)nc2c1=O (configuration not stated)	-0.7	-3	11	-8	13	3	-2.5	11	7
Cc1cccc(NC(=O)c2ccco2)c1C(=O)O	0.5	1	-1	0	6	3	0.7	4	0
CC1(C)Cc2c(sc(NC(=O)COc3ccccc3)c2C#N)C(C)(C)N1	1.0	2	2	11	3	-9	0.9	8	0
COc1ccc(CCNC(=O)CCCCn2c(=O)[nH]c3ccccc3c2=O)cc1OC	0.1	2	-7	-2	4	-13	0.6	-2	0
CCOc1cc2[nH]c(=O)n(CCc3ccc(OC)c(OC)c3)c(=O)c2cc1OCC	0.0	-4	-7	9	1	2	-0.3	3	5
Oc1[nH]c2ccccc2c1N=Nc1c(F)c(F)c(C(F)(F)F)c(F)c1F	-0.1	-7	-1	-9	1	-9	0.2	-1	-17
COc1ccc(N2CCN(C3CCCN(Cc4cccc(OC)c4)C3)CC2)cc1 (configuration not stated)	0.1	0	-3	0	9	6	0.3	4	-10
Cc1ccc(S(=O)(=O)c2ccc(Cl)cc2)cc1S(=O)(=O)N(C)CC(=O)O	0.3	3	-9	-4	-1	-15	0.5	5	-9
CC(C)(C)n1nnnc1C(c1ccncc1)N1CCN(C2CCCCC2)CC1 (configuration not stated)	0.2	-8	-4	1	4	-10	-0.7	-18	3
Cc1onc(-c2ccccc2Cl)c1C(=O)NCCN1CCOCC1	-0.1	7	0	-1	1	2	-0.6	-2	-3
COCC(C)n1c(C)cc(C(=O)COC(=O)c2c(C)nn(-c3ccccc3)c2C)c1C (configuration not stated)	0.0	-3	-2	11	0	-11	-0.4	-7	-13
CCc1nc2cc(CC(=O)O)ccc2o1	0.9	0	-2	16	0	21	0.1	1	14
C=CCN1C(=O)/C(=C2/Sc3ccccc3N2CC)SC1=S	-0.1	-1	-1	-6	5	5	-1.0	16	6
COc1ccc(CN2CCC(CO)(CCOc3ccccc3)CC2)cc1C	3.6	4	-2	-27	48*	-26	1.4	17	-1
CC(Sc1nncn1C)C(=O)Nc1ccc(N2CCCCC2)cc1 (configuration not stated)	0.0	2	0	6	2	-6	0.0	-35*	-5
Cc1ccc(Cl)cc1NC(=O)CN1C(=O)COc2ccc(S(=O)(=O)N3CCOCC3)cc21	-0.4&-0.5	-10&1	13&-6	12&-9	1&-1	20&1	0.2&0.8	7&-4	11
CCn1c(=N)c(C(=O)NC2CCCC2)cc2c(=O)n3cc(C)ccc3nc21	0.2	3	0	1	2	·	2.2	6	·
COc1ccc(NC(C)c2ccccc2)cc1 (configuration not stated)	-0.6	-5	-3	·	2	5	-0.5	2	-3
O=C(Cc1ccccc1)c1ccccc1C(=O)N1CCCCC1	0.3	2	-1	-4	1	-3	-1.9	1	3
O=C(Cc1c(O)c2ccccc2[nH]c1=O)NCc1ccc(F)cc1	0.8	1	-1	3	1	0	0.3	-2	-1
O=C(Nc1ccccc1F)c1ccc(O)c2ncccc12	0.2	-7	-2	·	2	·	·	-19	·
Cc1ccc(C(=O)N/C(=C\c2ccc(-c3ccc(Br)cc3)o2)C(=O)NC2CCS(=O)(=O)C2)cc1 (configuration not stated)	-2.0	-7	-10	1	3	8	-0.5	0	10
CC(=O)N(C)N1c2ccccc2CCc2ccccc21	-0.1	1	0	·	-1	-23	0.8	9	-8
O=C(c1cc(-c2ccncc2)nc2ccc(Br)cc12)N1CCN(Cc2ccc3c(c2)OCO3)CC1	0.7	2	-6	5	-1	-13	1.1	-12	-22
CC1(C)CC2(CC(c3ccccc3F)c3cc(Cl)c(O)cc3O2)NC(=S)N1 (configuration not stated)	-0.1	0	-1	5	4	-22	0.0	1	-11
COc1ccc(C(C)=O)cc1COC(=O)CNC(=O)c1cc(C)cc(C)c1	-1.3	2	-3	-5	6	0	-0.9	-15	1
COc1ccc(CNCC(O)(c2ccccc2)c2ccc(F)cc2)cc1 (configuration not stated)	0.9	5	-2	1	12	-35	0.7	-4	-43
COc1ccccc1C(=O)Nc1cccc(SC)c1	-0.7	13	8	-4	1	-7	-0.3	-16	-3
CCN(CC)C(=O)Cn1cc(C(=O)C(=O)N2CCN(c3ccc([N+](=O)[O-])cc3)CC2)c2ccccc21	-0.1	-8	-4	21	2	-23	0.5	10	-13
CCN(CC)CCN(C(=O)c1ccc2ccccc2c1)c1nc2ccc(OC)cc2s1	0.0	3	-3	0	0	-3	0.5	-25	-6
C/C(=N\NC(=S)NCc1ccccc1)c1ccc(C#N)cc1	0.6	-1	-1	8	0	1	-0.2	-33*	-9
NS(=O)(=O)c1ccc(CCNC(=O)CSc2ccsc2[N+](=O)[O-])cc1	0.4	-9	-1	-4	-1	11	1.5	7	5
Cc1ccc2c(c1)N(C(=O)CCC(=O)NCCCN1CCOCC1)CCO2	-0.1	-6	-4	11	4	5	-0.6	-6	-2
CCOCCCNC(=S)N1CCN(C(=O)C(=O)Nc2ccc(C(=O)OC)cc2)CC1	-0.3	-7	-6	2	2	11	-0.5	-1	5
CCCCNC(=S)Nc1ccc(Oc2ccccc2)cc1	-0.2	-1	-7	0	22	-9	2.5	-11	-1
O=S(=O)(c1ccccc1)N1CCN(C(=S)Nc2ccc(F)cc2)CC1	0.0	-1	-2	5	3	14	0.8	0	-1
CCOCCCN(CCC#N)C(=O)C1CCN(S(=O)(=O)c2ccc(-n3cnnn3)cc2)CC1	-1.6	-1	-2	8	1	-4	0.1	-1	5
Clc1cccc(-c2nc(-c3ccccn3)no2)c1	0.3	1	-2	1	1	2	0.4	1	-8

(listing goes on)
structure	TRHR ag	TRHR PAM	D1 potentiator	D2 PAM	D1 agonist	RXFP1 antag	D2 ag	D1 antag	D2 antagonist
CCN(C(=O)CN(C)S(=O)(=O)c1ccc2c(c1)n(C)c(=O)c(=O)n2C)c1cccc(C)c1	-1.4	0	-2	8	0	-3	-1.0	-22	·
COc1cccc(C2/C(=C(/O)c3ccc4c(c3)CC(C)O4)C(=O)C(=O)N2CCCn2ccnc2)c1 (configuration not stated)	-0.3	0	-6	2	2	24	0.8	-8	-6
COc1ccccc1Nc1nc(C)cs1	0.9&-1.2	-5&6	3&2	-5&11	3&2	-8&11	0.3&-0.1	-3&-6	-1&-16
Cc1nn(CC#N)c(=O)n1-c1ccc(F)cc1	-0.4	-1	-2	5	-2	0	-1.3	0	-12

Not a hit list; any-hit rate near 7.3%.
